TRPM1 prom inh: MITF TRPM1 promoter inhibition in SK-MEL-5 cells | SK-MEL-5 TRPM1 promoter luciferase, 24 h | inhibition, % at 12.5 µM | hit rate 0.83% among 330,000;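 active = mean inhibition across replicates of 60% or more, whatever share of single replicates reaches that level; inconclusive = some that reach 60%, reason not given; inactive = mean inhibition across replicates below 60%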; also: values of inactives mirror those of a sister screen read the other way
Vif inh: HIV Vif inhibition; HEK293T cells, Vif self-association by quenched fluorescence, imaging, 24 h; AID 602346; inhibition, % at 7.49 µM; hit rate 0.35% among 340,000; in the data active = inhibition above about 50%, passing the limit was not always enough; inconclusive = no clear call, values can overlap the other calls; inactive = below about 31%; also: some results filed as inactive read as strong as hits
CaV13 FRET inh: Disruptors of the CACNA1D IQ motif to Ca2+-dependent inactivation inhibitor domain association, primary screening, Förster resonance energy transfer in intact living …; hit rate 0.098% among 340,000; HEK cells, CFP/YFP FRET ICDI-IQ, plate reader, 10 min; percent FRET-ratio fall versus neutral wells; inhibition, % at 12.3 µM;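 active = mean replicate inhibition of at least 30% and at least 1% of replicates passing that level; inconclusive = only one of the two criteria is met; inactive = neither criterion is met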;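 also: 0% = median of the neutral control wells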
Peg3 promoter: inhibitors of Peg3 promoter. inhibition, % at 20 µM. hit rate 1.7% among 360,000. HeLa PEG-Prom luciferase reporter, luminescence, overnight;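 active = inhibition of at least 50% at 20 µM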
HIF-2a inh: inhibitors of HIF-2a; 786-0 RCC cells HIF-2a reporter, luciferase luminescence, overnight; inhibition, % at 18.8 µM; hit rate 0.72% among 360,000;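 active = inhibition of the luminescence signal of 40% or more relative to plate controls, in a single-dose primary screen at 18.75 µM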
aDG glyco act: increases alpha dystroglycan glycosylation; Pro5-aDG cells, alpha-DG glycosylation AlphaScreen (IIH6); 0% Pro5, 100% B10-LARGE cell signal; activation, % at 10 µM; hit rate 0.22% among 360,000; AID 624168;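 active = activation of at least 8% versus controls, or a plate z-score of at least 8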;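 also: Pro5 are CHO cells carrying HIG-tagged alpha-DG that lacks glycosylation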
Exocytosis inh: blocks lytic granule exocytosis; TALL-104 LAMP-1 surface exposure, flow cytometry; cells stimulated with thapsigargin and PMA; AID 651702; hit rate 0.66% among 360,000; inhibition, % at 10 µM;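 active = inhibition above about 55%, limit read from the data; inconclusive = no clear call, values can overlap the other calls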
PDI inh: inhibitors of human protein disulfide isomerase. hit rate 0.052% among 350,000. P07237. inhibition, % at 10 µM. PDI insulin aggregation turbidity, A650, 90 min;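 active = mean inhibition across replicates of 30% or more, whatever share of single replicates reach that level; inconclusive = mean inhibition below 30% while every single replicate reaches 30%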;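 also: absorbance from insulin aggregation driven by PDI reduction with DTT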
Target sequence (P07237 whole entry, looked up): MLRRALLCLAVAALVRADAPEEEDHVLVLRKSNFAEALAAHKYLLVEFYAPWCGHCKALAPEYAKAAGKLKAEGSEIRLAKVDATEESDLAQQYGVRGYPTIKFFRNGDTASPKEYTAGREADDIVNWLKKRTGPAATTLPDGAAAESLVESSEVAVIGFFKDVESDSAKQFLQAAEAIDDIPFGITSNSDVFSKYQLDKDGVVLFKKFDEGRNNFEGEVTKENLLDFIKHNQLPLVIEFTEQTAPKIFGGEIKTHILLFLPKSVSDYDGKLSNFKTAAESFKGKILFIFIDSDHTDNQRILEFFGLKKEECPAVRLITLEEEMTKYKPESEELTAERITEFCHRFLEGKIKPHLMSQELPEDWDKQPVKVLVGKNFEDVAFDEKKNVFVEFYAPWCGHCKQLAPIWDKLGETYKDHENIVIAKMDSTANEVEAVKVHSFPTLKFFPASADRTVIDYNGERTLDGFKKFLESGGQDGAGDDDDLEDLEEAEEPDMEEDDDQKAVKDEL
NR2E3 ag-1: agonists of human nuclear receptor NR2E3 | GST-NR2E3/biotin-RetCOR TR-FRET, 1536-well | inhibition of corepressor binding, % at 4.78 µM | hit rate 0.12% among 320,000 | AID 2300;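 active = percent inhibition above the cutoff of mean plus 3 SD of all tested compounds, set per screening campaign, cut at about 20% in these data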;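 also: 0% = DMSO wells and 100% = biotin wells as full block of FRET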
Target sequence (Q9Y5X4 whole entry, looked up): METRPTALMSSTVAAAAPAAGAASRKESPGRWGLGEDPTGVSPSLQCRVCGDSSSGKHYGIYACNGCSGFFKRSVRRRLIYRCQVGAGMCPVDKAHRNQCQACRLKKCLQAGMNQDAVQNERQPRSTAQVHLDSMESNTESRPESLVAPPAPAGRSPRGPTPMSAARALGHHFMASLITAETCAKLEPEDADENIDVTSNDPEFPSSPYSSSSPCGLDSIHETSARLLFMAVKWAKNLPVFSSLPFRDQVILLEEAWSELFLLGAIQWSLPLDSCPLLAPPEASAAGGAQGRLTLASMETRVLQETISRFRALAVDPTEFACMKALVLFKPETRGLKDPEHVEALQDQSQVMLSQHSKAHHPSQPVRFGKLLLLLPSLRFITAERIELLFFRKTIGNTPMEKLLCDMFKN
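System: GST-tagged NR2E3 plus biotinylated RetCOR corepressor; Buffer or medium: pH 7.5 Tris-based buffer; Probe or stimulus: RetCOR corepressor, biotinylated, 7 nM; Doses: compound at 4.8 µM, single dose; Schedule: 5 h incubation at 4 °C; Technique: time-resolved FRET; Evaluation: percent inhibition of TR-FRET ratio; Replication: one well per compound, singlicate testing.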
iPSC survival up: enhancers of human iPSC single-cell survival | hiPSC single-cell survival, ATPlite luminescence; 100% = ROCK inhibitor wells, 0% = DMSO | survival enhancement, % at 20 µM | AID 602274 | hit rate 0.044% among 360,000; in the data active = survival enhancement above about 18%;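 also: cells exposed to compounds for 16 hours before the ATP read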
NR2E3 ag-2: agonists of human NR2E3 nuclear receptor. hit rate 0.35% among 360,000. Q9Y5X4. inhibition of corepressor binding, % at 3.98 µM. CHO-S Gal4-NCOR/VP16-NR2E3 two-hybrid, luciferase. AID 602229;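 active = inhibition above the mean of all tested compounds plus 3 SD, cut at about 70% in these data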;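 also: 0% = DMSO with NR2E3 transfected cells and 100% = cells lacking NR2E3 construct; higher means lower luciferase signal from less NR2E3 corepressor binding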
An asterisk follows results filed as active; ? = inconclusive; nt = no result given.

SMILES	TRPM1 prom inh	Vif inh	CaV13 FRET inh	Peg3 promoter	HIF-2a inh	aDG glyco act	Exocytosis inh	PDI inh	NR2E3 ag-1	iPSC survival up	NR2E3 ag-2
O=C(O)c1ccccc1C(=O)c1cccc2c(F)cccc12	-8	9	-9	-13	-20	0.3	-2	0	nt	1.4	-4
CCOC(=O)N1CCN(C2=NC3(CCCCC3)C(C#N)C(=O)N2)CC1 (stereo unspecified)	4	0	-6	15	15	-0.1	3	1	2	1.1	3
CCC(C)c1ccc(O)c(/C=N/O)c1 (stereo unspecified)	-2	-1	-4	-85	-49	-0.1	-2	0	1	0.4	-20
O=C(Nc1ccccc1C(=O)OCn1nnc2ccccc2c1=O)c1ccco1	2	14	-5	-7	-10	0.0	0	-8	3	-2.5	-4
COc1ccccc1C(=O)NNC(=O)c1cccc(Br)c1	-71	4	-19	-206	-235	-0.1	-12	7	-2	-0.2	-101
COc1cc(-c2noc(CCC(=O)NC3CCCCC3)n2)cc(OC)c1OC	-1	11	-3	13	9	0.1	2	17	7	-0.7	-22
Cc1c(C#N)c2ncn(CC#N)c(=O)c2n1-c1ccccc1	-4	3	-2	0	2	-0.1	4	-1	1	0.2	0
Clc1ccccc1OCCN1CCCCC1	1	?	-8	nt	nt	nt	-2	-1	-3	nt	-18
CC(C)(C)c1cc(C(=O)NNc2cccc(Cl)c2)n(Cc2ccccc2)n1	-17	-11	-2	-22	-88	0.2	-6	2	1	-0.4	24
Cc1ccc(-n2nnnc2SCC(=O)NCCC2=CCCCC2)c(C)c1	3	-3	-6	20	16	0.1	-3	-3	0	-1.4	-1
Cc1cc(C2=CC(=O)C[C@H](c3ccc4c(c3)OCO4)C2)ccc1F	-2	3	-12	-20	-43	-0.2	3	-18	2	-1.3	-33
Cc1[nH]c2ccccc2c1CCNS(=O)(=O)c1ccc(S(N)(=O)=O)cc1	9	nt	-20	17	16	0.0	-6	-2	-3	1.0	28
Cc1cc(C)cc(N(CC(=O)NC2CCCCC2)C(=O)CCCC(=O)Nc2ccccn2)c1	-5	-9	-5	22	13	0.3	21	2	0	-0.3	-25
Nc1ccc2[nH]ncc2c1	6	-5	-4	4	-1	3.4	-4	-12	-4	-0.6	-9
Cc1ccc(S(=O)(=O)N2CCN(C(C(=O)Nc3ccc(F)cc3)c3ccccc3)CC2)cc1 (stereo unspecified)	5	2	-17	20	4	0.7	-2	-5	2	0.5	-6
O=C(O)c1ccc(NCc2ccc3c(c2)OCO3)cc1	-2	-2	-5	-10	-8	0.1	-1	-3	3	1.1	-28
COc1cc(OC)cc(C(=O)c2c(C)c(C#N)c3ccccn23)c1	nt	-12	-2	29	-7	0.0	7	-17	nt	0.2	4
CCCSc1nnc(N2C(=O)CC(c3ccsc3)C3=C2CCCC3=O)s1 (stereo unspecified)	nt	4	-11	-2	0	0.1	4	nt	-2	3.4	-1
COC(=O)[C@]12CCCCC=C1N(Cc1ccco1)C(=O)[C@H](CC(=O)NCc1cccs1)C2	nt	nt	-2	nt	-1	-0.3	-6	nt	nt	-0.2	-19
Cc1ccn2c(=O)nc(SCC(=O)c3ccccc3)nc2c1	-68	16	-5	-200	-163	-0.1	-4	-3	4	-0.5	-59
O=C(CCSc1nnc(-c2ccco2)o1)Nc1ccc(F)cc1	16	2	-2	2	3	0.0	-2	-5	-2	-0.6	-1
Cc1cc(OCC(=O)OC(C)C(=O)Nc2ccc(N3CCOCC3)cc2)ccc1Cl (stereo unspecified)	-12	0	-6	-37	-28	0.0	-8	6	-1	0.0	-14
CCCCc1ccc(NC(=S)N2CCN(C)CC2)cc1	-16	-6	-20	-41	-15	0.1	7	-5	-3	-0.5	-20
Cc1cccc(C(=O)OC(C)CN2C(C)CCCC2C)c1 (stereo unspecified)	-1	2	-4	1	9	0.2	-1	-2	-2	-0.5	-22
COc1ccc(OC)c(C2C(C#N)=C(N)Oc3c2c(C)nn3-c2ccc(C)cc2)c1 (stereo unspecified)	10	-4	-3	7	14	0.3	2	-11	0	2.8	3
CCn1ncc(C2=NOC(C(=O)NCc3ccccc3)C2)c1C (stereo unspecified)	11	6	-3	7	12	-0.2	6	4	0	-0.9	-14
C=CCSc1cc(C)nc2c(-c3ccccc3)cnn12	-21	-5	-28	-237	-310	-0.1	-1	20	3	-0.1	-92
Cc1ccc(-n2c(C)cc(C(=O)CSc3nnnn3C)c2C)cc1	-42	1	-3	-202	-168	0.7	10	-3	0	-0.4	-101
O=S(=O)(c1cccs1)N1CCN(c2ncccn2)CC1	-5	23	-3	8	7	0.0	-4	1	2	-1.9	-17
CCOc1ccc(S(=O)(=O)N(C)CC(=O)NCCN2CCOCC2)cc1	-5	4	-4	9	7	0.0	-32	4	6	0.5	10
CC(NC(=O)CSc1nnc(-c2cccc(S(=O)(=O)N3CCCCC3)c2)o1)C12CC3CC(CC(C3)C1)C2 (stereo unspecified)	6	-26	nt	21	27	1.2	-1	3	5	-2.3	2
CCN(CC)CCNC(=O)c1cc(Br)c(N)cc1OC	-11	-4	-5	1	-1	-0.1	-4	2	0	-1.8	4
CNc1oc(-c2ccccc2)nc1S(=O)(=O)c1ccc(C)cc1	6	-2	-6	3	9	0.3	5	8	0	-0.5	-9
O=C(Nc1ccc(S(=O)(=O)Nc2ncccn2)cc1)C1CC(=O)N(c2ccccc2)C1 (stereo unspecified)	-1	-4	-4	6	1	0.2	-2	4	nt	-0.3	-11
CCCCC(=O)c1c(O)c2ccccc2oc1=O	8	8	nt	8	-14	0.1	4	10	0	0.8	-6
COc1ccc(/C=C/C(=O)c2ccccn2)cc1	-42	10	-13	-198	-117	-0.2	0	2	4	-1.8	-20
O=C(CCNC(=O)c1ccc(Cl)cc1)Nc1ccccc1Cl	-7	-11	-5	1	7	0.1	19	-23	-3	-0.7	-10
CN(C)CCCNS(=O)(=O)c1ccc(Cl)s1	3	1	-5	-6	13	-0.1	-2	-6	3	0.5	0
CC(C)C[C@H]1CN([C@@H](CC(C)C)CN2CCC[C@H]2CN2C(=O)C(=O)NC[C@@H]2Cc2ccc(O)cc2)C(=O)C(=O)N1CC1CCCCCC1	nt	nt	-7	nt	1	0.2	1	nt	nt	1.1	-7
O=c1c(-c2ccc3c(c2)OCCO3)coc2c(CN3CCOCC3)c(O)ccc12	-45	nt	nt	-128	-151	0.5	0	-1	0	0.9	-96
CC(C)(C)SC(C(=O)N1CCOCC1)c1ccc(Br)cc1 (stereo unspecified)	-17	1	-4	7	5	-0.1	-6	-2	1	-0.4	-18
COc1ccc(NC(=O)CCCc2nc3ccccc3c(=O)[nH]2)cc1Cl	3	6	-5	13	7	-0.4	-2	-7	nt	1.9	-40
Cc1ccccc1OCC(=O)NC(=S)Nc1ccc2c3c(cccc13)CC2	5	27	-5	25	-14	0.0	3	-11	0	-0.9	5
O=C(Nc1ccc(Br)cc1F)c1sccc1-n1cccc1	13	-28	nt	-9	-12	-0.1	-1	6	1	-1.6	-25
Cc1cc(OCC(=O)OCC(=O)N(C)C2CCS(=O)(=O)C2)ccc1Cl (stereo unspecified)	-5	11	-7	5	2	-0.4	5	11	nt	-0.5	3
Nc1nc(N)c(N=Nc2ccc(Cl)cc2)c(=O)[nH]1	-35	1	1	-178	-188	-0.5	1	-8	-1	-2.6	-17
Cc1cc(C(=O)Nc2ccc(Cl)cc2)c(C)n1-c1ccccc1	nt	-6	-3	87*	73*	0.3	0	2	1	-0.9	88*
CCCCOc1ccc(/C=C/C(=O)NC2=Nc3ccccc3NC(C)=C2C(=O)OCC)cc1OC	-3	-23	-19	12	8	0.1	0	20	-2	-1.0	-35
Cc1ccc(Cn2ncc3c(N4CCN(Cc5ccc(Cl)cc5)CC4)ncnc32)cc1	26	-44	-4	15	33	1.1	-4	8	0	-0.8	-5
C=CCn1c(COc2ccc(OC)cc2)nnc1SCn1nnc2ccccc2c1=O	-2	-3	-5	13	1	-0.1	7	2	2	2.4	-26
Cc1ccccc1C(=O)NC1CCN(Cc2nnnn2C2CCCC2)CC1	7	1	-4	-7	9	-0.1	3	0	-1	4.0	-1
CSc1nsc(SCC(=O)Nc2ccc(Cl)c(C(=O)O)c2)n1	13	6	-5	2	12	-0.1	-2	-6	-1	0.3	-31
c1ccc(C2NCCNC2c2ccccc2)cc1 (stereo unspecified)	5	0	-6	0	8	0.0	-3	-1	nt	-0.1	-14
COCCCN1CN(Cc2ccccc2)CNC1=S	-3	28	-3	12	9	0.0	-3	7	-3	0.6	-10
CCNc1nc(NCC)n2c(SCC(=O)NC34CC5CC(CC(C5)C3)C4)nnc2n1	10	5	-4	10	17	0.0	-3	-19	-1	1.3	0
Cc1cnc(C)c(N2CCN(C(=O)C3CCC(=O)N(CCc4cccc(F)c4)C3)CC2)n1 (stereo unspecified)	13	4	-6	4	5	0.1	-1	1	3	0.2	-35
COC(=O)c1ccc(NC(=O)CCN2C(=O)NC(C)(C)C2=O)cc1	0	5	-5	-10	0	-0.3	-8	3	0	6.6	-2
Cc1noc(C)c1CSCC(=O)N(C)CC(=O)Nc1ccc(Cl)c(C(F)(F)F)c1	9	-1	-2	5	0	0.1	0	-1	3	0.2	9
COc1ccc(OC)c(S(=O)(=O)Nc2ccc(-c3ccc4nnc(C)n4n3)cc2)c1	30	40	-7	17	8	-0.1	6	3	1	0.1	25
Cc1sc(-c2ccncc2)nc1OC(=O)c1ccc(Cl)cc1	8	19	-6	-8	4	0.1	1	-7	-1	2.1	-15
Carrying on:
SMILES	TRPM1 prom inh	Vif inh	CaV13 FRET inh	Peg3 promoter	HIF-2a inh	aDG glyco act	Exocytosis inh	PDI inh	NR2E3 ag-1	iPSC survival up	NR2E3 ag-2
O=C(O)/C=C/c1cccc(NC(=O)c2ccccc2)c1	-5	-1	-17	15	6	0.1	4	0	1	-0.3	-7
COC(=O)C[C@H]1C[C@H]2c3cc(NC(=O)C4CCC4)ccc3O[C@H]2[C@H](CO)O1	nt	0	-4	7	0	0.3	1	-4	nt	0.2	-9
Cc1c(Cl)cccc1NC(=O)CNC(=O)C1CC(=O)N(C2CCCC2)C1 (stereo unspecified)	8	-3	-7	-5	5	0.0	12	5	nt	-0.5	-19
O=C(O)c1cccc(-c2nnn(Cc3ccccc3Cl)n2)c1	56	-4	-5	28	65*	0.1	-2	10	-4	-0.3	-201

Screens from PubChem BioAssay.
